Lipid storage S3: qHTS Assay for Lipid Storage Modulators in Drosophila S3 Cells; Drosophila S3 cells, BODIPY lipid droplet fluorescence, 18-24 h; cells fed with added oleic acid; lipid storage change, negative = inhibition, % at the top dose, mostly 46.1 µM; hits show Potency in µM; 320,000 compounds, 0.64% hits; active = well fitted inhibition curve with a large enough effect in the signal ratio, with a control signal flat, not every such curve was filed as active; inconclusive = small, poorly fitted or top-dose-only effect, or effect the other way, or a change in a side signal; the % refers to the signal ratio
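Drosophila S3 cells got compounds at several concentrations plus oleic acid (400 uM solution). Laser-scanning cytometry with 488 nm excitation read lipid droplets at 500-530 nm and cells at 575-640 nm. Percent activity was relative to 20 uM Triacsin C.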
Lipid storage S3 cell count max: also measured in Lipid storage S3; calls as there; cell number change, %; measured here: cell count max response;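 cells counted by Cell Tracker Red CMTPX staining in the red channel; peak over a dose series mostly up to 46.1 µM; percent activity relative to internal control wells on each plate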
The depositor's hits bear a star; i = inactive; ? = inconclusive; . = no result given. % is scaled to controls: 0 for no effect and ±100 for the full control effect; potency is read from the fitted curve at half-maximal effect. These rows are one share of the data; the hit share may differ from the screen's.

Sample of the layout (5 entries):
Lipid storage S3 | Lipid storage S3 cell count max | mol
? | . | COc1ccccc1C1C(C#N)=C(N)Oc2cc(C)n(Cc3ccccn3)c(=O)c21 (centres undefined)
i | . | CCOc1ccc(C(=O)Nc2ccc(S(=O)(=O)N3CCN(C)CC3)cc2)cc1
i | 18 | Cc1ccc(N2CC(C(=O)N3CCC(C(=O)Nc4cccc(Br)c4)CC3)CC2=O)cc1 (centres undefined)
? | . | Cc1oc2ccc(NS(=O)(=O)c3cccc4cccnc34)cc2c1C(=O)OC(C)C
19% | -6 | C(=N\n1cnnc1)/c1ccc(OCc2ccccc2)cc1

The listing, from the start:
Lipid storage S3 | Lipid storage S3 cell count max | mol
? | . | COc1ccccc1C1C(C#N)=C(N)Oc2cc(C)n(Cc3ccccn3)c(=O)c21 (centres undefined)
i | . | CCOc1ccc(C(=O)Nc2ccc(S(=O)(=O)N3CCN(C)CC3)cc2)cc1
i | 18 | Cc1ccc(N2CC(C(=O)N3CCC(C(=O)Nc4cccc(Br)c4)CC3)CC2=O)cc1 (centres undefined)
? | . | Cc1oc2ccc(NS(=O)(=O)c3cccc4cccnc34)cc2c1C(=O)OC(C)C
19% | -6 | C(=N\n1cnnc1)/c1ccc(OCc2ccccc2)cc1
? | . | CCCCCCCCn1c(N2CCN(c3cccc(Cl)c3)CC2)nc2c1c(=O)[nH]c(=O)n2C
i | -5 | NC(=O)C1CCN(C(=O)CCSCc2ccc(Cl)c(Cl)c2)CC1
5% | -17 | Cc1ccc2ncnc(Oc3ncccc3[N+](=O)[O-])c2c1
? | . | Cc1nc(CCNC(=O)C2CCC(=O)N(Cc3cccc(F)c3)C2)sc1C (centres undefined)
14% | -13 | O=C(CC1C(=O)NCCN1Cc1ccoc1)NCCc1ccc(Cl)cc1 (centres undefined)
13% | 9 | CCn1c(C(=O)O)c(CC(=O)Nc2ccccc2OC)c2ccccc21
9% | 7 | OC1(c2ccc(F)cc2)CSC(=Nc2cccnc2)N1Cc1ccco1 (centres undefined)
19% | 16 | COc1ccc(/C=C/C(=O)Nc2ccc(OC)nc2)cc1
-1% | -3 | COc1ccc2[nH]c3nc(SCC(=O)NNC(=O)c4ccc(OC)c(OC)c4)nnc3c2c1
? | . | COCCN(CC1CCCN(C2Cc3ccccc3C2)C1)C(=O)CSC (centres undefined)
2% | 18 | CC(C)(C)c1ccc(C(=O)NNC(=S)NCc2ccco2)cc1
1% | 0 | Cc1ccc2c(C)c(C(=O)N(C)Cc3nccn3C)oc2c1C
? | . | O=C(NCSc1ccccc1)c1ccccc1
-9% | -5 | CCCn1c(C)cc(C(=O)COC(=O)c2nccnc2N)c1C
? | . | O=c1c2c(-c3ccco3)csc2nc(SCc2cn3cccnc3n2)n1-c1ccccc1
27% | 4 | CC1CCCC(C)N1/N=C/c1ccc(O)cc1 (centres undefined)
? | . | CSCCC(NC(=O)C1CCC(C)CC1)C(=O)OCC(=O)c1ccc(Cl)cc1 (centres undefined)
? | . | O=C(CSc1nc2ccccc2c(=O)n1Cc1ccc(Cl)cc1)NCc1cccs1
i | 3 | CCCNC(=O)[C@@H]1CCCN1C(=O)C1CCN(S(=O)(=O)c2ccc(C)cc2)CC1
? | . | COc1ccc(-c2cn(-c3ccc(OC)cc3)c3[n+]2-c2ccccc2CC3)cc1
? | . | CCC1CCCCN1CCCNC(=O)CN1C(=O)CSc2ccc(S(=O)(=O)N3CCOCC3)cc21 (centres undefined)
5% | 5 | CCSC1=NCCN1S(=O)(=O)c1ccccc1
? | . | CC(C)OP(=O)(c1ccc(N(C)C)cc1)C(O)c1ccccc1 (centres undefined)
? | . | O=C(O)c1ccccc1CSc1ncccc1C(=O)O
? | . | CCCCCCCCCC[n+]1cccc2c3ccccc3ccc21

Single records, as listed above. Values in the order: Lipid storage S3, Lipid storage S3 cell count max
COc1ccc(-c2cn(-c3ccc(OC)cc3)c3[n+]2-c2ccccc2CC3)cc1 as listed: ?, .
CCCn1c(C)cc(C(=O)COC(=O)c2nccnc2N)c1C as listed: -9%, -5
CCCCCCCCCC[n+]1cccc2c3ccccc3ccc21 as listed: ?, .

(listing goes on)
Lipid storage S3 | Lipid storage S3 cell count max | mol
-22% | 16 | O=C(COc1ccc(/C=N/NC(=O)c2ccncc2)cc1)Nc1ccc([N+](=O)[O-])cc1
? | . | CN(C)c1ccc(N/C=C/C(=O)c2ccc(F)cc2)cc1
? | . | CC1(C(=O)NC(=S)N(CCC#N)c2ccccc2)CC1(Cl)Cl (centres undefined)
-1% | 5 | CN(C)c1cccc(NC(=O)C2(C)CC2(Cl)Cl)c1 (centres undefined)
-4% | -4 | O=C(/C=N/O)Nc1cccnc1
13% | 7 | Cc1c(C#N)c2ncnc(N)c2n1-c1ccccc1
? | . | CN1C(=O)c2ccccc2OC1(C)Cc1ccccc1 (centres undefined)
? | . | CCCCOc1ccc(C(=O)NCC(=O)N2CC(C)OC(C)C2)cc1 (centres undefined)
-2% | -9 | CCc1ccc(NS(=O)(=O)c2cccc3nonc23)cc1
-9% | 21 | Cc1noc(C)c1S(=O)(=O)Nc1ccc(C#N)cc1
? | . | CCn1c(SCC(=O)NNC(=O)c2ccc(C)cc2)nnc1C(C)C
? | . | CC(NC(=O)CN1CCN(Cc2ccc(Cl)cc2)C1=O)c1ccc2c(c1)OCCO2 (centres undefined)
? | . | Cc1csc(NC(=O)C2=COCCO2)n1
12% | -18 | CC(Cc1ccccc1)C(=O)NCc1ccncc1 (centres undefined)
12% | -9 | COc1ccc(OCC(=O)Nc2cc(-c3nn(C)c(=O)c4ccccc34)ccc2N2CCOCC2)cc1
? | . | O=C(CCn1c(=O)oc2ccccc21)NCc1ccc2c(c1)OCO2
? | . | CCN(CC)S(=O)(=O)c1ccc(N2CCOCC2)c(NS(=O)(=O)c2ccc(C)cc2)c1
? | . | O=C(O)/C=C\C(=O)NCc1cccnc1
i | . | Cc1c(C(=O)N2CCN(Cc3ccccc3)CC2)sc2ncnc(N3CCOCC3)c12
12% | 9 | CCOC(=O)c1c(C)nc2c(c1-c1cc(OC)ccc1OC)C(=O)CC(C)(C)C2
? | . | Cc1ccc(NC(=O)CSCC(=O)Nc2ccccc2N2CCCC2)cc1
? | . | CCc1ccc2c(c1)/C(=N/N(C)C(=S)NC)C(=O)N2
-6% | . | CC1(C)SCC(C(=O)O)NC1=O (centres undefined)
16% | 14 | Cc1ccc(OCC(=O)N2CCN(C(=O)c3cccnc3)CC2)cc1
? | . | Cc1ccc(S(=O)(=O)c2nc(-c3ccco3)oc2SCC(=O)NCC2CCCO2)cc1 (centres undefined)
-15% | 5 | Cc1ccc(NC(=O)c2cccnc2)cc1S(=O)(=O)N(C)C
? | . | Clc1ccc(CCNc2nc3ccccc3n3nnnc23)cc1
-12% | 2 | NS(=O)(=O)c1ccc(CCNCc2cc(Br)ccc2OCc2ccccc2)cc1
? | . | COc1cc2[nH]c(=O)c(C(=O)NCCCN3CCCCC3)c(O)c2cc1OC
? | . | CCOc1ccc(N2C(=O)CC(N3CCOCC3)C2=O)cc1 (centres undefined)
? | . | COc1ccc(OCC(=O)N/N=C(\C)CC(=O)Nc2ccc(OC)cc2[N+](=O)[O-])cc1
7% | . | CC(CCc1ccccc1)NC(=O)c1ccc(-n2cncn2)c([N+](=O)[O-])c1 (centres undefined)
? | . | CCOC(=O)CC1C(=O)NCCN1S(=O)(=O)c1ccccc1 (centres undefined)
16% | 13 | Cc1ccc(C)c(S(=O)(=O)N2CCCOC2CNC(=O)C(=O)NCc2ccncc2)c1 (centres undefined)
? | . | Cc1ccc(N2C(=O)c3ccccc3C2C(=O)c2ccc(O)cc2O)cc1 (centres undefined)
? | . | O=C(Nc1ccnn1C1CCN(C(=O)CCc2ccc(F)cc2)CC1)C1CCOC1 (centres undefined)
? | . | COc1ccccc1C(=O)NCCc1nc2ccccc2n1C
i | -13 | Cc1cc(C)cc(N(C(=O)Cn2nnc3ccccc32)C(C(=O)NCc2ccco2)c2ccncc2)c1 (centres undefined)
? | . | N#Cc1ccc(C(=O)NN2C(=O)NC3(CCCCC3)C2=O)cc1
? | . | NS(=O)(=O)c1ccc(CCNC(=O)C2CCCCC2)cc1
i | 14 | COc1cccc(CCNC(=O)c2cc(COc3c(F)cccc3F)on2)c1
20% | -2 | COC(=O)c1ccc(CNC(=O)c2ccc3c(c2)NC(=O)CS3)cc1
-1% | -14 | CCOC(=O)c1cnc2cc(-c3ccc(C)cc3)nn2c1-c1ccccc1
? | . | Nc1nccnc1C(=O)OCC(=O)NCCc1ccc(Cl)cc1
? | . | O=C(NCc1nnc2c(C(F)(F)F)cc(Cl)cn12)c1ccc2c(c1)OCO2

Rewritten with each value named: part of the list above
smiles: COc1ccc(OCC(=O)N/N=C(\C)CC(=O)Nc2ccc(OC)cc2[N+](=O)[O-])cc1
  Lipid storage S3: ? | Lipid storage S3 cell count max: .

smiles: CC(CCc1ccccc1)NC(=O)c1ccc(-n2cncn2)c([N+](=O)[O-])c1 (centres undefined)
  Lipid storage S3: 7% | Lipid storage S3 cell count max: .

smiles: CCOC(=O)CC1C(=O)NCCN1S(=O)(=O)c1ccccc1 (centres undefined)
  Lipid storage S3: ? | Lipid storage S3 cell count max: .

Additional entries.
Lipid storage S3 | Lipid storage S3 cell count max | mol
0% | -7 | O=C(Nc1ccccc1)OCCOc1ccccc1Br
5% | 9 | CN1CCN(/N=C/c2c3ccccc3c(Cl)c3ccccc23)CC1
2% | -2 | NC(=S)Nc1ccc2c(c1)OCO2
-5% | 15 | COc1ccccc1S(=O)(=O)c1c(C)cc(C)[nH]c1=O
? | . | COc1ccc(C(=O)N(C)c2c(C)n(C)n(-c3ccccc3)c2=O)cc1OC
4% | -18 | CCCCCCOC(=O)c1ccccc1NC(=O)/C=C/C(=O)O
i | . | Cc1ccc(C(=O)NCCCNC(=O)COc2ccc(Cl)c(C)c2)cn1
-4% | 1 | Cc1cc(NS(=O)(=O)c2ccc(NC(=O)c3cnc4scc(C)n4c3=O)cc2)nc(C)n1
2% | 10 | CN(C)C(=O)c1c(NC(=O)c2ccco2)sc2c1CCCCC2
? | . | Clc1ccc(Oc2nc(N3CCOCC3)nc(N3CCOCC3)n2)cc1
-4% | . | Cc1ccc(S(=O)(=O)/N=C(/c2ccccc2)N(C)C)c(C)c1
16% | . | Cc1nc2nc[nH]c2cc1Br
? | . | CC(CNC(=O)c1ccc(NC2=NC3CS(=O)(=O)CC3S2)cc1)c1ccccc1 (centres undefined)
i | . | O=C(O)CC1C(=O)NCCN1CCCc1ccccc1 (centres undefined)
4% | 5 | COc1ccccc1-n1c(SCC(=O)NC(C)(C)C)nnc1-c1ccco1

4 compounds drawn at random from the list so far, as already listed:
Lipid storage S3 | Lipid storage S3 cell count max | mol
-4% | . | Cc1ccc(S(=O)(=O)/N=C(/c2ccccc2)N(C)C)c(C)c1
? | . | CCN(CC)S(=O)(=O)c1ccc(N2CCOCC2)c(NS(=O)(=O)c2ccc(C)cc2)c1
12% | 9 | CCOC(=O)c1c(C)nc2c(c1-c1cc(OC)ccc1OC)C(=O)CC(C)(C)C2
-9% | -5 | CCCn1c(C)cc(C(=O)COC(=O)c2nccnc2N)c1C

(cont.)
Lipid storage S3 | Lipid storage S3 cell count max | mol
? | . | CCCn1c(=O)c2ccccc2n2c(=S)[nH]nc12
? | . | CCO[C@H]1OC(C(=O)Nc2ccccc2)=C[C@@H](c2ccc(C(F)(F)F)cc2)[C@@H]1CCCO
? | . | CN(C(=O)COC(=O)C(C)(C)Oc1ccc(Cl)cc1)c1c(N)n(Cc2ccccc2)c(=O)[nH]c1=O
? | . | Cc1ccccc1OCC(=O)N/N=C/c1ccc([N+](=O)[O-])o1
3% | 16 | CC(=O)N1CCN(Cc2nc3scc(-c4ccccc4)c3c(=O)[nH]2)CC1
i | -8 | COc1ccc(N(C(=O)c2ccncc2)S(=O)(=O)c2ccc(Cl)cc2)cc1
? | . | CC12CC(NC(=O)N1c1cccc(C(=O)N3CCCCC3)c1)c1ccccc1O2 (centres undefined)
? | . | Cc1nn(CC(=O)NCCCN2CCCCC2C)c(=O)c2cccn12 (centres undefined)
? | . | O=C(O)c1cc([N+](=O)[O-])ccc1Nc1ccccc1
20% | -6 | CCCCNCCOCCOc1ccccc1-c1ccccc1
0.82µM* | -26* | CC(NC(=O)c1ccccc1F)c1nnc(SCC(=O)N2CCN(c3ccccc3)CC2)n1C (centres undefined)
0% | -4 | COc1ccc(NC(=O)COc2ccc3c(C)cc(=O)oc3c2)cc1S(=O)(=O)N1CCCCC1
? | . | CCN(c1cccc(C)c1)S(=O)(=O)c1cccc(C(=O)O)c1
? | . | COc1ccc(OC)c(NC(=S)N(CCc2c(C)[nH]c3ccc(C)cc23)Cc2cccs2)c1
0% | 15 | CC1=CC=CN2C1=NC(=O)CC2(C)C(=O)N(CC(=O)NC1CCCC1)c1cc(C)cc(C)c1 (centres undefined)
? | . | COc1ccccc1-n1c(CNC(=O)c2cccs2)n[nH]c1=S
-4% | 3 | CCCc1cc(=O)[nH]c(SCC(=O)CSc2nc(CCC)cc(=O)[nH]2)n1
? | . | O=C(O)c1ccc2c(c1)C(=O)N(CCCCCCCN1C(=O)c3ccc(C(=O)O)cc3C1=O)C2=O
? | . | CCN1CCN(c2ccc(N3CCN(C(=O)c4ccc(Br)o4)CC3)nn2)CC1
? | . | C=CCNc1nnc(-c2ccncc2)s1
i | 22 | CCN(CC)CCn1c2c(c(SCC(=O)Nc3ccccc3Cl)nc1=O)CCC2
? | . | CCc1ccc(OCC(=O)NC(NC(=S)Nc2ccccc2C)C(Cl)(Cl)Cl)cc1 (centres undefined)
? | . | CCCC(C(=O)NC1CCCC1)N(C(=O)Cn1nnc(-c2ccc(C)o2)n1)C1CCCC1 (centres undefined)
0% | -6 | O=C(COc1cccnc1[N+](=O)[O-])Nc1ccc(S(=O)(=O)N2CCOCC2)cc1
